FUS suppressor: FUS proteinopathy suppression in yeast; Potency, µM (highest dose often 76.6 µM), for the others: at the top dose growth rescue (activation), hits mostly activators; 0.24% of 390,000 active; S. cerevisiae FUS-expressing, growth rescue, OD600, 24 h;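 also: potency is read from the fitted curve at half-maximal effect; plate controls were DMSO vehicle for no effect and reference control for full effect; nearly all actives have a fitted effect of over 55% in size; some results filed as inactive show a strong effect at the top dose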
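S. cerevisiae expressing FUS from galactose induction served as the toxicity model. Growth after 24hr at 30C, read as absorbance at 600 nm, indicates suppression of toxicity; compounds dosed at several concentrations.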
Abeta rescue: compounds reversing amyloid beta toxicity in yeast; 0.063% of 410,000 active; Potency, µM (highest dose often 46.1 µM), for inactives: at the top dose growth rescue, actives largely listed as activators; AID 1347071; yeast expressing A-beta42, growth rescue, OD600, 48 h; response scale: 0% DMSO, 100% iron-clioquinol control; also: potency is read from the fitted curve at half-maximal effect; nearly all actives have a fitted effect of over 55% in size
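Yeast A-beta toxicity model in growth medium with pinned compounds, 48 h at 30 C; growth read as absorbance at 600 nm. Normalized to FeCl3/clioquinol equimolar mix (positive) and DMSO (negative).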
GLP1R cytotox: cytotoxicity in counter-screen for GLP-1R inverse agonists; HEK293 cAMP-luciferase reporter cells, luminescence, 24 h; Potency, µM (doses to about 38.3 µM), for the others: top-dose activity change, negative = inhibition, most hits filed as inhibitors; 0.13% of 410,000 active; AID 624418;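 also: loss of luciferase light is scored as toxicity; potency is read from the fitted curve at half-maximal effect; % is scaled to controls: 0 for no effect and ±100 for the full control effect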
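Cells in DMEM/10% Nu serum/1% pen-strep, 1536-well format. Pre-incubated 12 h, dosed with 23 nL compound, incubated a further 24 h. Luciferase detection, 12 min at room temp, luminescence.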
PTHR1 agonist: PTHR1 (human) receptor agonism; 0.075% of 410,000 active; Q03431; Potency, µM (titrated, usually from 115 µM), for the others: at the highest dose activation, usual class: activators; HEK293 GP2 PTHR1 cells, GloSensor cAMP luminescence, 1 h; AID 743266; also: potency is read from the fitted curve at half-maximal effect; nearly all actives have a fitted effect of over 55% in size; some results filed as inactive show a strong effect at the top dose; inactives centre near -15; many of its hits are not listed in these tables
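HEK-293-derived GP2 cells expressing PTHR1 and a GloSensor cAMP reporter, 3,000/well, plated overnight, given luciferin plus IBMX (each 0.5 mM as added) for 1 h at 37 °C, then compound for 1 h at 37 °C. Luminescence was read after 15 min at room temperature.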
aSyn yeast inh: alpha-synuclein toxicity inhibition in yeast. 0.14% of 370,000 active. Potency, µM (highest dose often 46.1 µM), for the others: at the top dose growth rescue (activation), usual class: activators. Yeast expressing alpha-synuclein, growth rescue, BacTiter-Glo, 24 h. AID 652106; also: potency is read from the fitted curve at half-maximal effect; % of control where 0% means no effect; nearly all actives have a fitted effect of over 65% in size
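Galactose-induced alpha-syn yeast (OD600=0.02, raffinose-pregrown) + pinned cpd, 24 hr, 30 deg C; growth by BacTiter-Glo luminescence. Growth restoration scores as activation.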
TDP-43 yeast inh: rescues yeast growth from TDP-43 toxicity; AID 652104; TDP-43 expressing yeast growth rescue, BacTiter-Glo, 24 h; 1.8% of 410,000 active; Potency, µM (series often up to 46.1 µM), for the others: top-dose growth rescue (activation), usual class: activators; also: potency is read from the fitted curve at half-maximal effect; % of control where 0% means no effect; nearly all actives have a fitted effect of over 50% in size
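Yeast expressing TDP-43 (pregrown in raffinose, seeded at OD600=0.02 in galactose medium) exposed to compounds 24 hr at 30 deg C. Growth read by BacTiter-Glo luminescence; rescue of toxicity appears as increased signal.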
GLP1R inv ag: inverse agonists of human GLP-1 receptor. P43220. HEK293 GLP-1R CRE-luciferase, luminescence, 24 h; GLP-1R form is constitutively active. Potency, µM (series often up to 38.3 µM), for the others: top-dose activity change, negative = inhibition, usual class: inhibitors. 1.6% of 410,000 active; also: potency is read from the fitted curve at half-maximal effect; % is scaled to controls: 0 for no effect and ±100 for the full control effect; nearly all actives have a fitted effect of over 55% in size
Target sequence (P43220 whole entry, looked up): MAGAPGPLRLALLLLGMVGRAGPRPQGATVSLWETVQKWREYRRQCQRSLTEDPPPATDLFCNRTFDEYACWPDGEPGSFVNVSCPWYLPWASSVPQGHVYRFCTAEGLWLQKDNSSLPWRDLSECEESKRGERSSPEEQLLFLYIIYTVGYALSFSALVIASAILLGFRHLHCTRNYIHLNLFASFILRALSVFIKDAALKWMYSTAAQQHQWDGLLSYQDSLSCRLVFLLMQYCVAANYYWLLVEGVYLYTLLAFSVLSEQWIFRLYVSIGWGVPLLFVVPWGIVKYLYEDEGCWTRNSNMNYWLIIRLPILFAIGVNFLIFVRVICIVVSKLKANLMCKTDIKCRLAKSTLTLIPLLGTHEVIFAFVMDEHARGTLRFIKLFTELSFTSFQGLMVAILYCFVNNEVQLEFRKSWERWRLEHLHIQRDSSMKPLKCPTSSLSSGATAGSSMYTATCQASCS
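Cells are plated, allowed 12 hours at 37 deg C, then treated with compounds for 24 hr before luciferase detection reagent is added and luminescence is read after 12 min at room temperature. The HEK293 line carries constitutively active GLP-1R with a cAMP-responsive reporter.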
pAkt inh: blocks phosphorylation of Akt; AID 651550; 0.32% of 360,000 active; activity change, % for hits at 50 µM; Neuro2A IGF-stimulated pAkt S473 HTRF, 20 min; hits give low values; in the data active = activity change below about -80%; inconclusive = mostly about -51% to -80%; also: % is scaled to controls: 0 for no effect and ±100 for the full control effect
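Neuro2A cells (4,500/well, DMEM with 0.5% FBS) were treated with compound at a single 50 µM final concentration, stimulated with 6 nM IGF for 20 min at 37 °C, and lysed. Phospho-Akt Ser473 was read by HTRF as 665/615 ratio ×10^4.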
MmCpn inh: blocks the Methanococcus maripaludis chaperonin Mm-Cpn. purified Mm-Cpn ATPase, ADP Transcreener TR-FRET. Potency, µM (series often up to 76.9 µM), for inactives: at the highest dose activity, negative = inhibition, actives largely listed as inhibitors. 0.031% of 330,000 active; also: potency is read from the fitted curve at half-maximal effect; % is scaled to controls: 0 for no effect and ±100 for the full control effect; nearly all actives have a fitted effect of over 80% in size
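TR-FRET (320 nm excitation; 590 and 665 nm emission) reports ADP made from 10 uM ATP by 25 nM enzyme; compounds were preincubated 10 min, reaction run 30 min, both at 37°C.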
Numbers without * were called inactive; i = inactive; ? = inconclusive; nt = no result given; [ ] = remark or other dose. Unless noted, calls follow the shape of the dose curve; as a rule, active = well fitted curve in the direction sought with a large enough effect; inconclusive = small, poorly fitted or top-dose-only effect, or another doubt; inactive = no such curve, though single readings can be large; an effect the other way counts as inactive or inconclusive. Not all compounds are listed; rates above refer to the full screens.

SMILES	FUS suppressor	Abeta rescue	GLP1R cytotox	PTHR1 agonist	aSyn yeast inh	TDP-43 yeast inh	GLP1R inv ag	pAkt inh	MmCpn inh
CN(C)Cc1c(C(=O)N/N=C/c2cccc(OCc3ccc(F)cc3)c2)nnn1-c1nonc1N	14%	4%	0%	-34%	13%	18%	16%	i	1%
CCOC(=O)COc1cnc2ccccc2n1	-4%	-11%	12%	i	2%	0%	6%	i	-4%
O=c1[nH]ncn1-c1ccc(Br)cc1	-7%	-15%	3%	i	2%	-16%	7%	i	0%
Cc1cccc(N(C(=O)CCC(=O)Nc2nccs2)C(C(=O)NC(C)(C)C)c2ccc(O)cc2)c1 (stereo not given)	8%	12%	-14%	-1%	0%	-10%	-18%	i	-7%
OCC1CCCCN1C(=S)Nc1ccc(Cl)cc1Cl (stereo not given)	-23%	?	8%	-13%	-4%	23%	-28%	i	-1%
O=c1[nH]c(=O)n2c(c1-c1ccccc1)OC(CBr)C2 (stereo not given)	-1%	4%	-4%	-20%	-3%	13%	14%	i	nt
CCOC(=O)/C(C#N)=C(\N)C(C)C(=O)Nc1ccccn1 (stereo not given)	-6%	-3%	8%	i	2%	14%	1%	i	0%
Cc1cccc(NC(=S)NC2CCCCC2)n1	0%	3%	?	-12%	-1%	16%	?	i	-4%
O=C(CCSCc1cnn(-c2ccccc2)c1-n1cccc1)NCc1ccccc1Cl	33%	-1%	1%	-59%[inhibitor]	nt	?	?	nt	nt
Cc1ccc(-n2ncc(C(=O)NCc3ccccn3)c2C2CCN(C(=O)OC(C)(C)C)CC2)c(C)c1	30%	13%	0%	i	nt	?	-16%	nt	nt
COc1ccc(CC2=C(O)c3ccccc3C(=O)C2=O)cc1	-2%	-23%	-25%	i	6%	?	-10%	i	-6%
CC(Oc1ccccc1Cl)C(=O)N(Cc1ccco1)C1CCS(=O)(=O)C1 (stereo not given)	-4%	11%	7%	-8%[57.5 µM]	1%	-14%	-13%	i	-1%
Cc1c(C)n(C)c2ccc(C(=O)NCc3cccc(F)c3)cc12	41%	-17%	-7%	i	nt	?	-16%	nt	nt
Cc1ccc(NC(=O)Cn2c(O)c(N=NC(N)=S)c3ccccc32)cc1	10%	-9%	?	i	7%	-2%	?	i	1%
COc1ccc(C(=O)NCCC2=CCCCC2)cc1	nt	-21%	-25%	-26%	-8%	19%	?	i	0%
O=C(c1ccco1)N1CCN(c2nc3ccccc3c(=O)n2-c2ccccc2)CC1	4%	-12%	-18%	-2%	-24%	-5%	0%	i	-19%

Single records, as listed above. Order of screens: FUS suppressor, Abeta rescue, GLP1R cytotox, PTHR1 agonist, aSyn yeast inh, TDP-43 yeast inh, GLP1R inv ag, pAkt inh, MmCpn inh
O=C(c1ccco1)N1CCN(c2nc3ccccc3c(=O)n2-c2ccccc2)CC1 in the list: 4%, -12%, -18%, -2%, -24%, -5%, 0%, i, -19%
Cc1c(C)n(C)c2ccc(C(=O)NCc3cccc(F)c3)cc12 in the list: 41%, -17%, -7%, i, nt, ?, -16%, nt, nt
CN(C)Cc1c(C(=O)N/N=C/c2cccc(OCc3ccc(F)cc3)c2)nnn1-c1nonc1N in the list: 14%, 4%, 0%, -34%, 13%, 18%, 16%, i, 1%
OCC1CCCCN1C(=S)Nc1ccc(Cl)cc1Cl (stereo not given) in the list: -23%, ?, 8%, -13%, -4%, 23%, -28%, i, -1%
COc1ccc(CC2=C(O)c3ccccc3C(=O)C2=O)cc1 in the list: -2%, -23%, -25%, i, 6%, ?, -10%, i, -6%

High-throughput results deposited in PubChem by National Center for Advancing Translational Sciences (NCATS).
